DRD3 agonist: D3 dopamine receptor (human) agonism. P35462. D3R DiscoveRx beta-arrestin cells, luminescence, 90 min. max activation, %. 410,000 tested, 0.58% active. AID 652048; in the data active = max activation above about 30%; also: 0% is about no effect; mostly tested at two doses, the higher about 12 µM
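Cells at 1500/well, incubated overnight, then treated with pinned compounds (dopamine as control) for 90 min at 37 degrees C. DiscoveRx reagent added for 30 - 60 minutes at room temperature; luminescence read.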
Akt phos inh: blocks phosphorylation of Akt; Neuro2A IGF-stimulated pAkt S473 HTRF, 20 min; stronger effect = lower value; 360,000 tested, 0.32% active; activity change, % for hits at 50 µM; in the data active = activity change below about -80%; inconclusive = mostly about -51% to -80%; also: % is scaled to controls: 0 for no effect and ±100 for the full control effect
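Single-point screen (50 µM final compound) in Neuro2A cells stimulated 20 min with 6 nM IGF at 37 deg C. After lysis, Ser473-phosphorylated Akt read by HTRF (ex 330 nm, em 615/665 nm) as the 665/615 ratio.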
DRD3 antagonist: D3 dopamine receptor (human) antagonism. D3R cells, DiscoveRx beta-arrestin luminescence, antagonist mode; stronger effect = lower value. max response, negative = inhibition, %. 360,000 tested, 2.5% active. AID 652054; in the data active = max response below about -50%; inconclusive = no clear call, values can overlap the other calls; also: % is scaled to controls: 0 for no effect and ±100 for the full control effect; mostly tested at two doses, the higher about 12 µM
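Cells expressing the human receptor were seeded at 1500 cells/well, incubated overnight at 37 degrees C in 5% CO2, then exposed to library compounds with dopamine controls for 90 minutes at 37 degrees C before luminescent detection.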
EPAC2 antagonist: blocks human EPAC2 exchange factor. Q8WZA2. EPAC2 GEF exchange of Rap1B-BODIPY-GDP, fluorescence. Potency, µM (series often up to 114 µM), for inactives: at the top dose activity, negative = inhibition, hits mostly inhibitors. 360,000 tested, 0.18% active. AID 720708; also: potency is read from the fitted curve at half-maximal effect; % is scaled to controls: 0 for no effect and ±100 for the full control effect; nearly all actives have a fitted effect of over 45% in size; many of its hits are not listed in these tables
Target sequence (Q8WZA2 whole entry, looked up): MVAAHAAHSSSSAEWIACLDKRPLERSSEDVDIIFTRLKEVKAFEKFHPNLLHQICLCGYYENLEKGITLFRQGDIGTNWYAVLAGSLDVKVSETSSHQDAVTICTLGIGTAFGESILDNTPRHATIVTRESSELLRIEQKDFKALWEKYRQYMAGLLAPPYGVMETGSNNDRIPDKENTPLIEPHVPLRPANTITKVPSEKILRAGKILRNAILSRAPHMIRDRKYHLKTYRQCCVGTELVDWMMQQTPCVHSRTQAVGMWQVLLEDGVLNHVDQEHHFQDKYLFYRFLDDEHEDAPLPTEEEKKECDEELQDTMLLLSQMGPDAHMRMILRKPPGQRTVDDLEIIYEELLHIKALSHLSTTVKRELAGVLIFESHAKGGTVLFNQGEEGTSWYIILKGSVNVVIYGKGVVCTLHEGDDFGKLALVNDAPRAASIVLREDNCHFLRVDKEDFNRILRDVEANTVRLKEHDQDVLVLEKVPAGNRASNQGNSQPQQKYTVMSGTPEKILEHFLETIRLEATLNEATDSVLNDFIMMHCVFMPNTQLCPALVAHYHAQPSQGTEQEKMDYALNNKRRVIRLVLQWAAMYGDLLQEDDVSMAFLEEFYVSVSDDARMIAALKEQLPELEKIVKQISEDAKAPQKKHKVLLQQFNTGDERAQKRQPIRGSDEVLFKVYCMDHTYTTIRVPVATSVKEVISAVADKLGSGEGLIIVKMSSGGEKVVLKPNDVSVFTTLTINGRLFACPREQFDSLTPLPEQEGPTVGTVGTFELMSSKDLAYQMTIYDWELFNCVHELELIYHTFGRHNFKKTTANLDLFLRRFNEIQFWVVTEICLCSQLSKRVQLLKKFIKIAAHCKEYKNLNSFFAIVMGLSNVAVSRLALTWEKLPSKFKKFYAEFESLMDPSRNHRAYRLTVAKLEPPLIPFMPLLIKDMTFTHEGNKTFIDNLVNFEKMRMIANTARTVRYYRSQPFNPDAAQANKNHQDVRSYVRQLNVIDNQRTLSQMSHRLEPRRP
MmCpn inh: inhibitors of Methanococcus maripaludis chaperonin (MmCpn); Potency, µM (highest dose often 76.9 µM), for the others: at the top dose activity, negative = inhibition, hits mostly inhibitors; purified Mm-Cpn ATPase, ADP Transcreener TR-FRET; AID 504842; 330,000 tested, 0.031% active; also: potency is read from the fitted curve at half-maximal effect; % is scaled to controls: 0 for no effect and ±100 for the full control effect; nearly all actives have a fitted effect of over 80% in size
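Purified archaeal Mm-CPN (25nM final) preincubated 10 min at 37degC with compound, then 10uM ATP for 30 min at 37degC; ADP measured by HTRF Transcreener TR-FRET; buffer 30 mM TRIS pH 7.4, 100mM KCl, 5mM MgCl2, 1mM DTT.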
PTHR1 ag: agonists of human PTHR1 parathyroid hormone receptor; Potency, µM (top dose mostly 115 µM), inactives show top-dose activation, usual class: activators; 410,000 tested, 0.075% active; Q03431; AID 743266; HEK293 GP2 PTHR1 cells, GloSensor cAMP luminescence, 1 h; also: potency is read from the fitted curve at half-maximal effect; nearly all actives have a fitted effect of over 55% in size; some results filed as inactive show a strong effect at the top dose; inactives centre near -15; many of its hits are not listed in these tables
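HEK-293-derived GP2 cells expressing PTHR1 and a GloSensor cAMP reporter, 3,000/well, plated overnight, given luciferin plus IBMX (each 0.5 mM as added) for 1 h at 37 °C, then compound for 1 h at 37 °C. Luminescence was read after 15 min at room temperature.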
EPAC2 ag: activates human EPAC2 exchange factor. 360,000 tested, 0.079% active. EPAC2 activation, biochemical qHTS; response scale: 100% = 6.5 mM cAMP response. Potency, µM (highest dose often 154 µM), for inactives: at the top dose activation, actives largely listed as activators. Q8WZA2; also: potency is read from the fitted curve at half-maximal effect; nearly all actives have a fitted effect of over 50% in size
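Nucleotide exchange monitored as fluorescence drop when BODIPY-GDP leaves Rap1B. Reaction: 100 nM EPAC2, 250 nM RAP1B-BODIPY-GDP, 50 uM GDP, room temperature, kinetic read over 30 min. Activity expressed relative to 6.5 mM cAMP.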
CCT chaperon mod: modulators of cytosolic chaperonin (CCT/TRiC) activity. purified chaperonin ATPase assay, HTRF ADP detection, 30 min. 360,000 tested, 0.3% active. activity change, % (concentration not given with the values), hits read low; in the data active = activity change below about -30%; also: % is scaled to controls: 0 for no effect and ±100 for the full control effect
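We incubate TRiC, 40 or 20 nM final, with library compounds at 76 uM and 10 uM ATP for 30 min at 37 °C. ADP formed is detected with Transcreener HTRF reagents after 30 min at room temperature.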
* = called active by the depositor; i = inactive; ? = inconclusive; / = no result given; & = joins results of further samples; [ ] = remark or other dose. Unless noted, calls follow the shape of the dose curve; as a rule, active = well fitted curve in the direction sought with a large enough effect; inconclusive = small, poorly fitted or top-dose-only effect, or another doubt; inactive = no such curve, though single readings can be large; an effect the other way counts as inactive or inconclusive.

SMILES | DRD3 agonist | Akt phos inh | DRD3 antagonist | EPAC2 antagonist | MmCpn inh | PTHR1 ag | EPAC2 ag | CCT chaperon mod
Cc1cccc(-c2nc(Nc3ccc(N4CCOCC4)cc3)c3ccccc3n2)c1 | -1 | i | 8 | 1% | -2% | i | 4% | -0.2
CC(=O)Nc1cccc(-c2ccnc3c2CC(C)(C(=O)NCc2ccncc2)O3)c1 (configuration not stated) | -9 | i | -15 | 0% | / | -12% | 8% | -0.3
COc1ccc(CNC(=O)C2CC(=O)N(c3ccc(OCC(=O)N4CCCCC4)cc3)C2)cc1 (configuration not stated) | 1 | i | -8 | -12% | 2% | -24%[57.5 µM] | -4% | -4.0
CC(=O)OC1COC(N2CCc3cc(Br)c([N+](=O)[O-])cc32)C(OC(C)=O)C1OC(C)=O (configuration not stated) | 1 | ? | 4 | 2% | -5% | -15% | -2% | -0.4
CCOC(=O)N1CCN(S(=O)(=O)c2c(C)[nH]c(=O)[nH]c2=O)CC1 | 5 | i | 6 | 22% | -4% | i | -2% | -2.4
O=C(C[n+]1ccc(-c2ccccc2)cc1)Nc1ccc([N+](=O)[O-])cc1 | -7 | i | ? | 2% | 2% | i | 2% | -0.6
COc1ccccc1NS(=O)(=O)c1cc(NC(=O)c2ccc3ccccc3n2)ccc1Cl | 0 | i | 3 | 16% | 1% | 0% | 9% | 0.6
Cc1ccc(Nc2c(F)c(F)c(F)c(F)c2C(=O)O)c(C)c1 | 6 | i | -10 | -29% | 2% | -22% | 7% | 5.1
COc1ccccc1CNC(=O)COC(=O)c1ccncc1 | -1 | i | -21 | 6% | 0% | i | -3% | 0.6
CN1CCN(CC(=O)Nc2ccc([N+](=O)[O-])cc2Br)CC1 | -10 | i | -22 | 7% | 0% | -10% | 6% | 0.2
COCCN(C(=O)c1ccc(OCC(C)C)cc1)c1c(N)n(Cc2ccccc2)c(=O)[nH]c1=O | -6 | i | -14 | 1% | -2% | -14% | -6% | 0.5
COc1ccc([N+](=O)[O-])cc1NC(=O)C(C)OC(=O)C1CC(=O)N(Cc2ccco2)C1 (configuration not stated) | -27 | i | -22 | -4% | 3% | 28% | 12% | -1.8
Cc1ccc(OCc2nc3c4c(ncn3n2)-c2ccccc2CC42CCCC2)cc1 | 4 | i | 56 | 5% | 1% | -3% | 11% | -1.4
COc1ccc(N2CC(O)=C(c3n(C)c4ccccc4[n+]3C)C2=N)cc1 | -7 | i | -2 | 15% | -1% | i | 5% | 0.4
C[C@H]1CN([C@@H](C)CO)S(=O)(=O)c2ccc(Br)cc2O[C@H]1CN(C)C(=O)c1cccc(F)c1 | 1 | i | 0 | 3% | / | -9% | -1% | 1.8
CC(=O)N1CCc2cc([N+](=O)[O-])ccc21 | -4 | i | -9 | 3% | / | i | -7% | -2.5
COc1ccc(C2Nc3ccccc3C(=O)N2NS(C)(=O)=O)cc1 (configuration not stated) | 2 | i | 15 | -6% | 0% | -19% | 4% | -1.5
COc1ccc(NC(=O)CSCC(=O)Nc2nnc(C3CC3)s2)cc1 | 4 | i | -7 | -4% | 1% | -9% | -4% | 0.8
CS(=O)(=O)N(CC(=O)N1CCN(Cc2ccccc2)CC1)Cc1ccccc1 | -7 | i | 9 | 2% | 1% | i | 0% | -4.2
CN(C(=O)COC(=O)Cc1ccccc1[N+](=O)[O-])C1CCS(=O)(=O)C1 (configuration not stated) | 0 | i | -2 | 2% | -1% | i | -1% | -0.2
COc1cc2c(cc1NC(=O)CN(C)Cc1nc3ccccc3c(=O)[nH]1)oc1ccccc12 | 1 | i | 13 | -15% | 3% | -3% | 11% | -2.3
C#Cc1ccc([C@@H]2C=C(C(=O)OCC=C)O[C@H](OCCCCO)C2)cc1 | -6 | i | -19 | 9% | / | -28% | 2% | -0.1
O=[N+]([O-])c1cccc(S(=O)(=O)Nc2cccc(-c3ccc(N4CCCC4)nn3)c2)c1 | -2 | i | ? | -7% | 1% | i | 3% | -22
COc1cccc(OCc2cc(/C=N/Nc3ccc(C(=O)O)cc3)ccc2OC)c1 | -1 | i | 3 | -18% | -2% | -9% | -4% | -3.7

2 records picked at random from the list so far:
SMILES | DRD3 agonist | Akt phos inh | DRD3 antagonist | EPAC2 antagonist | MmCpn inh | PTHR1 ag | EPAC2 ag | CCT chaperon mod
O=[N+]([O-])c1cccc(S(=O)(=O)Nc2cccc(-c3ccc(N4CCCC4)nn3)c2)c1 | -2 | i | ? | -7% | 1% | i | 3% | -22
O=C(C[n+]1ccc(-c2ccccc2)cc1)Nc1ccc([N+](=O)[O-])cc1 | -7 | i | ? | 2% | 2% | i | 2% | -0.6

(next part)
SMILES | DRD3 agonist | Akt phos inh | DRD3 antagonist | EPAC2 antagonist | MmCpn inh | PTHR1 ag | EPAC2 ag | CCT chaperon mod
CCOC(=O)CCc1c(C)nc(SCc2ccc(C(=O)O)cc2)c(C#N)c1C | 3 | i | -17 | -14% | 0% | -45%[inhibitor] | 8% | -0.9
COc1ccc(OCCSc2ncnc3nc[nH]c23)cc1 | -4 | i | -21 | 7% | 1% | -94%[inhibitor] | 15% | -1.6
C#CC(C)(C)NC(=O)c1ccccc1OC | -1 | i | ? | 4% | -2% | i | 20% | -2.2
COc1ccc(NC(=O)COC(=O)c2ccc(F)cc2F)cc1 | 5 | i | 7 | -1% | ? | -21% | 6% | 0.7
CC(C)(C)NC(=O)C(c1c[nH]c2ccccc12)N(C(=O)Cn1nnc(-c2ccc(F)cc2)n1)c1cccc(O)c1 (configuration not stated) | -7 | i | -6 | -6% | -2% | -28% | -7% | -0.3
CN(CCc1ccccc1)C(=O)c1ccc(NC(=O)Cc2cccc(NC(=O)C3CCN(C(=O)C4CCCC4)CC3)c2)cc1 | -30 | i | 51 | 1% | / | i | 11% | 2.4
O=C(C[n+]1cccc2ccccc21)c1ccc(Cl)cc1 | -14 | i | -17 | 18% | 0% | -24% | 15% | -1.9
Cn1c(=NC(=O)C2CC2)sc2cccc(F)c21 | -1 | i | 20 | -22% | -1% | i | 4% | -0.1
CCC(CO)Oc1cc(NCc2cccc(OC)c2)c2ncn(C(C)C)c2c1 (configuration not stated) | -18 | i | -9 | 5% | -6% | -34%[inhibitor] | 1% | -3.1
Cc1nc2ccc(S(=O)(=O)NC(C(=O)Nc3nc4ccc(Cl)cc4s3)C(C)C)cc2s1 (configuration not stated) | -1 | i | -23 | 19% | -7% | -3% | -5% | -0.1
O=C(COC(=O)C12CC3CC(CC(Cl)(C3)C1)C2)N1CCCCC1 | -15 | i | -12 | -9% | -14% | 0% | 3% | 0.0
O=C(O)c1cccc(-c2noc(-c3cccc(Cl)c3)n2)c1 | / | / | / | 6% | 2%&1% | -46%[inhibitor] | 6% | /
COC(=O)[C@]1(C)N[C@H](CN(C)S(=O)(=O)c2ccc(C(C)(C)C)cc2)[C@@H]2C(=O)N(C)C(=O)[C@@H]21 | 1 | i | 21 | -7% | -1% | i | -2% | -0.7
COC(=O)/C=C1\OCc2cc(OC)c(OCc3ccccc3)cc21 | 4 | i | 2 | 4% | / | -8% | 1% | /
CCOC(=O)c1c(NC(=O)CN2CCCCC2)sc(CN(C)C)c1-c1ccccc1 | -3 | i | -10 | -18% | 1% | -1% | -1% | -4.1
O=C(CN(C(=O)CNC(=O)c1cccs1)c1ccc(F)cc1)NC1CCCCC1 | 7 | i | -15 | -13% | -4% | i | 20% | 0.0
COc1cc(S(=O)(=O)Nc2cccc3cn[nH]c23)c(OC)cc1Cl | 3 | i | -17 | -16% | 2% | -21% | 9% | -2.0
COc1ccccc1N=c1oc2cc(O)ccc2cc1C(=O)NCC1CCCO1 (configuration not stated) | 2 | i | 19 | 11% | -2% | -26% | 2% | 0.6
Cc1cccc(C)c1N(CC(=O)Nc1cc(Cl)ccc1Oc1ccccc1)S(C)(=O)=O | 0 | i | -54* | -3% | -1% | -20%[57.5 µM] | 13% | 2.1
COc1ccccc1NC(=O)CSc1nnc(-c2ccoc2C)o1 | -5 | i | 20 | -2% | 3% | -43%[inhibitor] | -9% | 0.5
O=C(OCC(=O)N1CCN(S(=O)(=O)c2ccc(Cl)cc2)CC1)c1ccc([N+](=O)[O-])o1 | -1 | i | -14 | 4% | 1% | -21% | 9% | -8.7
O=S(=O)(Nc1nc2ccccc2nc1Nc1ccc2c(c1)OCCO2)c1cccs1 | -3 | i | -7 | -7% | -1% | -30%[57.5 µM] | 7% | -2.4
Cc1oc2c(c1C(=O)c1ccccc1)C(=O)C(=O)c1ccccc1-2 | -10 | ? | ? | ? | -5% | -12% | 6% | 2.8
COc1ccccc1N1CCN(c2nc3ccccn3c(=O)c2C=O)CC1 | 4 | i | 24 | 4% | 1% | i | -5% | 3.2
Cc1ccc(S(=O)(=O)/N=C(/Nc2ccc3[nH]c(=O)[nH]c3c2)c2ccccc2)cc1 | -7 | i | -28 | -5% | 6% | i | 10% | -3.1
CC(CCc1ccccc1)NC(=O)Cc1ccccc1 (configuration not stated) | -4 | i | -14 | 3% | -2% | -17% | 4% | -3.9
COc1ccc(CCNC(=O)CSc2nnnn2C)cc1OC | 1 | i | 10 | -11% | 1% | -24% | 9% | 0.0
Cc1ccc(NC(=S)N2CCc3[nH]c4ccccc4c3C2)cc1 | -27 | i | -20 | -1% | -7% | 10% | 14% | 0.7
O=C(NCCO)c1ccc(-c2ccc3nncn3c2)cc1 | -3 | i | 10 | 1% | / | 7% | 2% | 1.0
Cc1ccc(NC(=O)CSc2nsc(SCC(=O)Nc3ccc(C)cc3C)c2C#N)c(C)c1 | 3 | i | 5 | 1% | 1% | i | 2% | 0.5
CCC(=O)Nc1nnc(Cc2ccccc2)s1 | -2 | i | 12 | 0% | -1% | i | 5% | -0.3
CCOc1cc(/C=N/O)ccc1OCc1ccc(F)cc1 | 7 | i | 10 | -7% | 1% | i | 0% | -1.4
CC(Nc1nc(N2CCN(S(C)(=O)=O)CC2)nc2ccccc12)c1ccccc1 (configuration not stated) | -4 | i | -5 | 3% | -1% | i | 18% | 1.9
COc1ccc(S(=O)(=O)Nc2ccc(CC#N)cc2)cc1 | 1 | i | -22 | 1% | -1% | i | -7% | -5.3

Compound activity deposited in PubChem by National Center for Advancing Translational Sciences (NCATS).

These rows are one share of the data (hit frequency here may not be typical).
